Screens as filed in PubChem.
SRC3 TRFRET art = TR-FRET detection interference compounds, artefact control for PPARgamma SRC-3 recruitment agonists, biochemical, TR-FRET ratio | 99,000 tested, 0.39% active | TR-FRET ratio at 8 µM | TR-FRET artefact counter-screen, PPARgamma/SRC-3 format; hits give high values | AID 1048, 2008; in the data active = TR-FRET ratio above about 2000; also: inactives centre near 1600
SRC1 TRFRET art = TR-FRET detection interference compounds, primary screen, artefact control for PPARgamma SRC-1 recruitment agonists, biochemical, TR-FRET emission ratio. TR-FRET detection artefact counter-screen; hits give high values. TR-FRET ratio at 8 µM. 99,000 tested, 0.34% active. AID 1051, 2008; in the data active = TR-FRET ratio above about 2300; also: inactives centre near 1800
Active calls of the source: *. An excerpt; count on the stated rates, not on these rows.

compound	SRC3 TRFRET art	SRC1 TRFRET art
CC1=C(C(=O)OCC2CCCO2)C(c2ccc(C)cc2)C2=C(CCCC2=O)N1 (stereo not drawn)	1527	1889
COC(=O)c1ccccc1NC(=S)NC(=O)COc1ccc(C(C)C)cc1	1383	1768
COc1ccc(CCNC(=S)Nc2ccc(OC)cc2)cc1	1553	1664
COc1ccccc1NC(=O)c1ccc(-c2nn(C)c(=O)c3ccccc23)cc1	1611	1811
Cc1cccc(NC(=O)C2CCCN(S(=O)(=O)c3cccc4nonc34)C2)c1 (stereo not drawn)	1405	1631
CCCCNC(=O)C(=O)N/N=C/c1ccc(OCc2ccccc2)cc1	1497	1878
COc1ccc(S(=O)(=O)N(CC(=O)NCc2cccnc2)c2ccc(F)cc2)cc1OC	1676	2009
O=C(c1cc(F)ccc1F)C1CCCN(C(=O)CCc2cnccn2)C1 (stereo not drawn)	1560	1617
COc1ccc(-c2cn3cccc(C)c3n2)cc1Br	1507	1847
CC1COC(C)(CC(=O)NN2C(=O)c3ccccc3C2=O)O1 (stereo not drawn)	1523	1850
O=C(Nn1cnc2ccccc2c1=O)c1ccc([N+](=O)[O-])cc1	1383	1979
Cc1cc(C)n2cc(CSc3nc4ccccc4s3)nc2n1	1720	1923
C=CCNC(=S)NNC(=O)c1ccncc1	1471	1773
COc1ccc(-c2[nH]c(-c3ccccc3)nc2SCC(=O)NC2CCCC2)cc1	1665	1993
CC1CCCCN1C(=O)c1ccccc1OC1CCN(S(C)(=O)=O)CC1 (stereo not drawn)	1480	1620
O=C(/C=C/c1ccc(Cl)cc1)N1CCN(c2ccccc2[N+](=O)[O-])CC1	1657	1794
O=c1[nH]c(=S)[nH]c2c1C(c1cc([N+](=O)[O-])c(N3CCOCC3)cc1N1CCOCC1)O2 (stereo not drawn)	1607	1879
O=C(COC(=O)c1cnc(Cl)c(Cl)c1)NCc1cccs1	1652	1908
CCSc1ccc(C(=O)Nc2ccc(Br)cn2)cc1[N+](=O)[O-]	1455	1786
COc1cc(NC(=O)CCC2CCCC2)cc(-n2cnnn2)c1	1594	1705
Cc1ccc(C)c(C(=O)CN2C(=O)NC3(CCCCCCC3)C2=O)c1	1410	1784
COc1cc2[nH]c(=S)nc(NCCC(C)C)c2cc1OC	1605	1886
O=C(O)C1CCN(C(=O)c2ccco2)CC1	1463	1631
Cn1c(=O)c2c(nc(CN3CCN(Cc4ccccc4)CC3)n2Cc2ccc(F)cc2)n(C)c1=O	1340	1599
CC(C)CC(NC(=O)C(NC(=O)C1OC2OC(C)(C)OC2C2OC(C)(C)OC12)C(C)C)C(=O)O (stereo not drawn)	1591	2017

Exported field by field: 4 of the compounds above
CC(C)CC(NC(=O)C(NC(=O)C1OC2OC(C)(C)OC2C2OC(C)(C)OC12)C(C)C)C(=O)O (stereo not drawn)
  SRC3 TRFRET art = 1591	SRC1 TRFRET art = 2017

C=CCNC(=S)NNC(=O)c1ccncc1
  SRC3 TRFRET art = 1471	SRC1 TRFRET art = 1773

O=c1[nH]c(=S)[nH]c2c1C(c1cc([N+](=O)[O-])c(N3CCOCC3)cc1N1CCOCC1)O2 (stereo not drawn)
  SRC3 TRFRET art = 1607	SRC1 TRFRET art = 1879

O=C(c1cc(F)ccc1F)C1CCCN(C(=O)CCc2cnccn2)C1 (stereo not drawn)
  SRC3 TRFRET art = 1560	SRC1 TRFRET art = 1617

Next records follow:
compound	SRC3 TRFRET art	SRC1 TRFRET art
C=CCNC(=S)N1CCN(Cc2ccccc2)CC1	1630	1644
Cc1c(C(=O)C(=O)NCC2CCCO2)c2ccccc2n1C (stereo not drawn)	1512	1692
Cc1sc(NC(=O)Cc2ccc3c(c2)OCO3)nc1-c1ccc2c(c1)CCN2C(=O)c1ccc(F)cc1	2623*	1579
Cc1ccc(N2C(=O)N(CC(=O)NC(N)=O)C(=O)C2C)cc1 (stereo not drawn)	1698	1974
CCCCC(=O)Nc1ccc(C(=O)Nc2ccc(S(=O)(=O)Nc3nccc(C)n3)cc2)cc1	1443	2026
O=S(=O)(NCc1cc(-c2ccccc2)no1)c1ccccc1	1802	1975
COCCCNC(=O)c1c(N)n(/N=C/c2cccs2)c2nc3ccccc3nc12	1650	1749
CCCCn1c(N)c(N(CC)C(=O)c2cc(OC)cc(OC)c2)c(=O)[nH]c1=O	1477	1656
COc1cc(-c2nc(C)c(C(C)=O)n2O)ccc1OCC(=O)Nc1ccc(F)cc1	1536	1772
O=C(O)c1cc(C2CC2)nc2ccccc12	1440	1785
CN(CC(=O)N1CCOCC1)C(=O)CSc1nc2ccccc2s1	1423	1775
COc1ccc(CN2CCN(C(=O)C3CCN(S(=O)(=O)c4cccs4)CC3)CC2)c(OC)c1OC	1303	1376
CCN(CC)C(=O)c1sc2c(c1C)c(=O)n(-c1ccc(C)c(C)c1)c(=O)n2CC(=O)NCC1CCCO1 (stereo not drawn)	1374	1531
Cc1cc(NC(=O)/C=C/c2cccc(Cl)c2)n(-c2nc3ccccc3[nH]2)n1	1316	1684
O=C(NCCN1CCCCC1)c1c(O)c2ccccc2[nH]c1=O	1904	1968
COc1ccc(CNS(=O)(=O)NCc2ccccc2)cc1	1524	1786
O=C(NC1CCCC1)C1CCC(=O)N1C1CCCCC1 (stereo not drawn)	1514	1838
C=CCn1c(-c2cccc(OCC)c2)n[nH]c1=S	1617	1852
CC(C)C(NC(=O)C1CCCCC1)C(=O)NCCc1ccccc1 (stereo not drawn)	1492	1871
COc1ccc(CCNC(=O)Cn2c(=O)n(-c3ccc(F)cc3F)c(=O)c3sccc32)cc1OC	1462	1768
CC(NC(=O)/C=C/c1cnc2ccccc2n1)C12CC3CC(CC(C3)C1)C2 (stereo not drawn)	1457	1820
CC(C)NC(=S)N/N=C/c1c[nH]c2ccccc12	1514	1918
N#CC1=C2C=Cc3ccccc3N2CCCC1=O	1571	1839
COc1cccc(CN2CCNC(=O)C2CC(=O)NCCc2cccc(C)n2)c1OC (stereo not drawn)	1623	1706
O=C(CSCc1ccc(Br)cc1)NC1CC1	1426	1620
COc1cccc(NC(=O)NCc2ccccc2F)c1	1526	1497
Cn1c(N)c(C(=O)COC(=O)c2ncc(Cl)c(Cl)c2Cl)c(=O)n(C)c1=O	1354	1593
Cc1[nH]c2ccccc2c1CN1CCC(Cc2ccccc2)CC1	1464	1708
CC(C)NS(=O)(=O)c1ccc(OCC(=O)Nc2cccc(F)c2)cc1	1585	1871
CC(=O)NNc1nc(-c2ccc(NC(C)=O)cc2)cs1	1429	1665
O=C(NN1C(=O)c2ccccc2NC1c1ccco1)c1ccccc1 (stereo not drawn)	1716	1755
O=C(Cn1c(=O)n(Cc2ccco2)c(=O)c2ccccc21)Nc1cccc(Cl)c1	1520	1570
CN(C)S(=O)(=O)c1ccc(C(=O)OCC(=O)NCc2ccccc2)cc1	1631	1591
COc1ccc(Cn2nnnc2C(c2ccc3ncccc3c2)N2CCN(C3CCCCC3)CC2)cc1 (stereo not drawn)	1854	1696
Cc1ccc(C(=O)c2ccc(N3CCN(C)CC3)c([N+](=O)[O-])c2)cc1	1740	1800
CCCCC(=O)Nc1ccc(NC(=O)c2ccc([N+](=O)[O-])cc2Cl)cc1OC	1661	1704
O=C(NCCC1=CCCCC1)C(=O)NCC(c1ccco1)N1CCN(c2ccc(F)cc2)CC1 (stereo not drawn)	1552	1696
COc1ccc(N(CC(O)Cn2c(C)nc3ccccc32)S(=O)(=O)c2ccc(C)cc2)cc1 (stereo not drawn)	1466	1966
C/C(=N\NC(=S)NC(C)C)c1ccc(C(C)(C)C)cc1	1682	1923
COc1ccc(C(=O)NC2CCN(C(=O)Nc3ccccc3Cl)CC2)cc1	1452	1537
COC(=O)Cn1nnc2c(cnn2-c2ccccc2)c1=O	1526	1731
COc1ccccc1/C=C/C1C(C(=O)OCC(C)C)=C(C)N=C2SCCC(=O)N21 (stereo not drawn)	1484	1960
CC(C)C(=O)Nc1cc(C(F)(F)F)ccc1-n1ccnc1	1612	1785
C=CCNC(=O)C(=O)c1c(-c2ccccc2)[nH]c2ccccc12	1656	2122
Cc1ccc(/C=C/S(=O)(=O)NCc2ccc(F)cc2)cc1	1609	1792
COc1cc(C(=O)NCCc2ccc(S(=O)(=O)N3CCCC3)cc2)cc(OC)c1OC	1538	1899
Cc1ccc(/C=C/C(=O)Nc2ccc(Oc3ccccc3)cc2)o1	1544	1796
Cc1cc(C)cc(N(CC(=O)NC(C)(C)C)C(=O)CNC(=O)c2cccs2)c1	1752	2004
CCOC(=O)N1CCN(C(=O)CCCN2C(=O)CSc3nc(C)cc(C)c32)CC1	1684	1725
CC(=O)c1c(C)[nH]c(C(=O)CSc2nnc(C)s2)c1C	1650	1826

Going on with the list.
compound	SRC3 TRFRET art	SRC1 TRFRET art
O=c1[nH]c(Cc2ccccn2)nc2scc(-c3ccccc3Cl)c12	1662	1796
CCc1cccc(NC(=O)CCCCCC2NC(=O)NC2C)c1 (stereo not drawn)	1316	1647
CC(C)C(NC(=O)CSCc1ccc([N+](=O)[O-])cc1)C(C)C	1468	1642
N/C(=N\OC(=O)CCC1CCCC1)c1ccccc1	1606	1365
O=C1C(Cc2ccccc2)NC(=S)N1Cc1ccccc1 (stereo not drawn)	1539	1787
O=C(Nc1ccc(F)cc1)OCCN1CCN(Cc2ccccc2)CCC1=O	1404	1754
CCCN(CCC)S(=O)(=O)c1ccc(C(=O)NNc2nc(-c3ccccc3)c3cc(Br)ccc3n2)cc1	1403	1842
Cc1nc2c(ccc3nc(NC(=O)Cc4cccc5ccccc45)sc32)s1	1704	1787
COc1ccccc1NC(C)C(=O)N/N=C/c1ccccc1OCc1cccc(Br)c1 (stereo not drawn)	1408	1693
CC(Sc1nnc(Nc2ccccc2)s1)C(=O)NC1CCCc2ccccc21 (stereo not drawn)	1516	1931
Cc1ccc(-c2c(C(=O)NCc3ccc(F)cc3)oc(=O)c3ccccc23)cc1	1549	1869
COc1ccc(C2=NN(CC(=O)NCc3ccco3)C(=O)CC2)cc1	1664	2101
COc1cc(OC)nc(-n2ncc(Br)c(Br)c2=O)n1	1724	2201
Cc1ccc(C)c(NC(=O)CSc2nnc(Cc3cccn3C)n2-c2ccc(F)cc2)c1	1641	1948
COc1cc(OCC(N)=O)cc(OC)c1OC	1408	1499
O=C(Nc1nccs1)c1ccc(-c2ccc(Cl)cc2Cl)o1	1671	1769
COc1ccc(C(=O)NCc2nnc(SCC(=O)Nc3nnc(C)s3)o2)cc1	1476	1823
CCN(CC)C(=O)COc1cccc2ccccc12	1575	1663
CCOC(=O)C1(Cc2cccc(OC)c2)CCCN(C(=O)c2cc(C)[nH]n2)C1 (stereo not drawn)	1504	1807
CCC(CC)C(=O)c1c[nH]c(C(=O)N2CCN(c3ccccc3)CC2)c1	1427	1783
Cc1ccc2[nH]c(O)c(N=NC(=O)C3CC3c3ccccc3)c2c1Br (stereo not drawn)	1683	2027
Nc1nc(-c2cccnc2)nn1C(=O)c1ccc(Cl)cc1	1591	1885
O=C(Cc1ccccc1)c1c[nH]c(C(=O)O)c1	1557	1713
CCOC(=O)c1c(NC(=O)C2(C)Cc3ccccc3C(=O)O2)sc2c1CCCC2 (stereo not drawn)	1508	1751
CCOC(=O)c1sc2nc(C)[nH]c(=S)c2c1C	2353*	2663*

3 entries out of the list, arranged by molecular weight, low to high.
compound	SRC3 TRFRET art	SRC1 TRFRET art
Nc1nc(-c2cccnc2)nn1C(=O)c1ccc(Cl)cc1	1591	1885
O=c1[nH]c(Cc2ccccn2)nc2scc(-c3ccccc3Cl)c12	1662	1796
CCCN(CCC)S(=O)(=O)c1ccc(C(=O)NNc2nc(-c3ccccc3)c3cc(Br)ccc3n2)cc1	1403	1842

Additional results:
compound	SRC3 TRFRET art	SRC1 TRFRET art
CSc1ccccc1NC(=S)N/N=C/c1cccn1Cc1cccc(C)c1	1308	1935
CC(C)OC(=O)CSc1nc(C(C)C)nc2ccccc12	1771	1743
CSc1nc(Cl)cc(Nc2ccc(O)cc2)n1	1432	1629
Fc1ccc(/C=C/c2nnc(-c3cccs3)o2)cc1	1796	2087
O=C(CN1C(=O)c2ccccc2C1=O)OCC(=O)N1CCc2ccccc2C1	1501	1951
CC(C)c1cc(C(=O)Nc2ccc3c(c2)OCO3)no1	1340	1796
Cc1ccc(-n2c(O)c(/C=N/c3ncn[nH]3)c3ccccc3c2=O)cc1	1410	1941
COc1cccc(CNC(=O)c2c[nH]n3c(=O)c(Cl)c(C)nc23)c1	1569	1797
CC(=O)c1ccc(N2CCN(C(=O)CCS(=O)(=O)c3ccc(C)cc3)CC2)cc1	1692	1799
COc1cccc(CNC(=O)c2nnn(CC(=O)Nc3ccc4c(c3)OCO4)c2N)c1	1647	1945
CC(=O)c1cccc(NC(=S)NC(=O)c2ccccc2Cl)c1	1595	2003
Cc1cccc(C)c1NC(=S)N1CCC(c2ccccc2)C1 (stereo not drawn)	1441	1995
COCCSc1ccccc1C(=O)Nc1ccc2c(c1)OCO2	1345	1391
CC(C)Oc1cccc(C(=O)C2CCCN(C(=O)c3csnn3)C2)c1 (stereo not drawn)	1642	1773
CCCN1C2CCCC1CC(NC(=S)Nc1cc(C)cc(C)c1)C2 (stereo not drawn)	1639	1688
Cc1ccc(-c2cc3c(n2-c2ccc(C(=O)O)cc2)CCCC3=O)cc1	1632	1573
O=C(COc1ccccc1C(=O)O)NC1CCCc2ccccc21 (stereo not drawn)	1684	1901
Cc1ccc(OC/C(O)=C(\C#N)c2nc3ccccc3s2)cc1	1383	1627
